# Screening results (PubChem)
# KCNQ1 pot: potentiators or activators of KCNQ1 channel, primary screen, cell-based, thallium flux, high-throughput; Potassium voltage-gated channel subfamily KQT member 1 (Homo sapiens), P51787; CHO-K1 KCNQ1, thallium flux FluxOR fluorescence; hits give high values; B-score at 10 µM; 310,000 tested, 0.35% active;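 active = fluorescence ratio B-score, a plate-corrected score, at least three library SD, with initial intensity B-score within 5 SD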
# Target sequence (P51787 whole entry, looked up): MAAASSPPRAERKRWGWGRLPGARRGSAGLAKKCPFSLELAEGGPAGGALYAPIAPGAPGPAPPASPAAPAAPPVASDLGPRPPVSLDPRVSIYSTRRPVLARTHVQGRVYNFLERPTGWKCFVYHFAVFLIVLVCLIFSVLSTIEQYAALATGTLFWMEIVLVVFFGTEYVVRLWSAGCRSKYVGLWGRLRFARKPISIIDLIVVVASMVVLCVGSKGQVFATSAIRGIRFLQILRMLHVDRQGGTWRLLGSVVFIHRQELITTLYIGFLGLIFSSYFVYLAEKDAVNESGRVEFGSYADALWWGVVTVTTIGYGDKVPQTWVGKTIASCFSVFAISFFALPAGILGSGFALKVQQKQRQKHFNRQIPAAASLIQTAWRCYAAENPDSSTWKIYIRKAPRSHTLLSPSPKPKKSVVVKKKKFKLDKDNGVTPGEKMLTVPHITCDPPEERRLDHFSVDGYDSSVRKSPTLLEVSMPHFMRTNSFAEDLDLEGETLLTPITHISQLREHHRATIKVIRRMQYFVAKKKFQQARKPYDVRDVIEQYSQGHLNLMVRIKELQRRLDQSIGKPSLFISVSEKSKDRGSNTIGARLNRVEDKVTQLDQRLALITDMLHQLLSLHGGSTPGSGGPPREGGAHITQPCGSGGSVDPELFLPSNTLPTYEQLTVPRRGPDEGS
#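 Doses: Single concentration per compound, DMSO matched to controls | Test system: KCNQ1-transfected CHO-K1 cells | Timing: 90 min dye loading and 20 min compound exposure, both at room temperature | Measured by: Kinetic FluxOR thallium fluorescence, 10-s 1-Hz baseline, 110-s post-stimulus read | Medium: Assay buffer with matched DMSO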
# MrgX1 allo act: positive allosteric modulators of MrgX1, primary screen, HEK293 cells, Fluo-4 calcium flux; Mas-related G-protein coupled receptor member X1 (Homo sapiens), Q96LB2; FDSS; hits give high values; B-score at 10 µM; 310,000 tested, 0.63% active; AID 588675, 2011;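 active = plate-corrected calcium response at least 3 library SD above typical, normal starting fluorescence, not activating the receptor alone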;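 note: compound read alongside a low EC10 to EC30 dose of BAM8-22 agonist; peak minus trough fluorescence over baseline measured at the second addition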
# Target sequence (Q96LB2 whole entry, looked up): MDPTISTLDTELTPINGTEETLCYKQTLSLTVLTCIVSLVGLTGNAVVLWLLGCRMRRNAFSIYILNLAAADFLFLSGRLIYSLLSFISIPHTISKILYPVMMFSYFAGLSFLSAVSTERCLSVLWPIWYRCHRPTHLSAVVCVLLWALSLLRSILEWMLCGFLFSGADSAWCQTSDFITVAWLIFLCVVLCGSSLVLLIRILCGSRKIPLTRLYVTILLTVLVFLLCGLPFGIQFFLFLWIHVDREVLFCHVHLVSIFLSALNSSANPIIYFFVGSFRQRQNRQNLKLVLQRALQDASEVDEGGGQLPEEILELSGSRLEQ
# TMEM16A act: TMEM16A chloride channel activators or potentiators, primary screen, cell-based, HTS | Anoctamin-1 (Mus musculus), Q8BHY3 | HEK293 TMEM16A/YFP-H148Q/I152L, iodide quench fluorescence; hits give low values | B-score at 10 µM | 340,000 tested, 0.3% active;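 active = fluorescence-ratio B-score plate-corrected deviation score at least 3 library SD below zero, with starting fluorescence score within 5 deviations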;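 note: channel opened by trigger with iodide after compound preincubation; score built on the fluorescence ratio of max minus min over baseline; more negative score means more quench and so TMEM16A activation or potentiation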
# RGS4 pot: RGS4 potentiators or activators, primary screen, cell-based, HEK293 M3R inducible RGS4, calcium flux. 310,000 tested, 0.92% active. carbachol calcium flux Fluo4; hits give low values. B-score at 10 µM;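 active = B-score of the integrated calcium signal more than 4 SD below the library mean, with starting fluorescence not abnormally high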;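 note: negative B-score means reduced calcium response which marks RGS4 activation or potentiation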
#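 Test system: HEK293 cells with stable M3R and inducible RGS4; also added: carbachol at ECmax as muscarinic agonist stimulus; schedule: dye loading 30 min 37 °C, buffer rest 30 min RT; technique: kinetic calcium fluorescence imaging with Fluo4-AM dye, 2 µM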
# KCNQ1 block: inhibitors of human KCNQ1 channel, primary screen, cell-based, thallium flux, high-throughput | AID 2642, 2010 | Potassium voltage-gated channel subfamily KQT member 1 (Homo sapiens), P51787 | B-score at 10 µM | 310,000 tested, 1.3% active | CHO-K1 KCNQ1, FluxOR thallium flux fluorescence; hits give high values;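 active = compounds whose thallium flux B-score, printed positive for inhibition, exceeds three library SD while starting fluorescence stays within three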;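 note: channel opened by potassium depolarization with thallium stimulus after 20 min compound exposure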
# hERG rescue: hERG rescue from dofetilide block, primary screen, cell-based, CHO-hERG, FluxOR thallium flux, dofetilide IC70. dofetilide IC70 present. 310,000 tested, 0.51% active. activation (rescue from dofetilide block), less the hit threshold, % at 10 µM;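 active = activation above the mean of controls blocked by dofetilide plus 5 SD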;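 note: thallium influx through hERG after potassium depolarization seen as dye fluorescence rise; in these data hits start at about 4.7%; inactives centre near -7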
# KCNK9 block: KCNK9 potassium channel inhibitors, primary screen, HEK293 cells, thallium flux; Potassium channel subfamily K member 9 (Homo sapiens), Q9NPC2; FluxOR thallium flux fluorescence; hits give low values; B-score at 10 µM; 310,000 tested, 1.2% active; AID 488922, 2010;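 active = ratio B-score over 3 SD below the library mean, with starting fluorescence within 5 SD of its mean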;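 note: negative B-score means less thallium flux so channel inhibition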
# RGS4 block: RGS4 inhibitors, primary screen, cell-based, HEK293 M3R inducible RGS4, calcium flux. Regulator of G-protein signaling 4 (Homo sapiens), P49798. Fluo-4 calcium flux; hits give high values; triggered by carbachol at its EC20. B-score at 10 µM. 310,000 tested, 0.45% active;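 active = B-score, a plate-corrected calcium signal, over three deviations above library mean, with baseline fluorescence within five deviations of library mean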;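 note: RGS4 expression induced by doxycycline in cells with stable M3 receptor; B-score is computed from the integrated fluorescence ratio over baseline after carbachol; higher B-score means a larger calcium signal and so more RGS4 inhibition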
# MrgX1 agonist: agonists of human MrgX1 receptor, primary screen, HEK293 cells, Fluo-4 calcium flux. 310,000 tested, 0.44% active. B-score at 10 µM. Mas-related G-protein coupled receptor member X1 (Homo sapiens), Q96LB2. AID 588627, 2011. Fluo-4 calcium fluorescence, agonist mode; hits give high values;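 active = calcium response B-score plate-corrected fluorescence ratio at least 3 library SD, with starting fluorescence B-score inside 5 SD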
#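 Material: MrgX1-expressing HEK293 cells / Dosing: compound as first of three additions / Incubation: overnight seeding, then 1 h dark dye loading / Signal: Fluo-4 NW calcium fluorescence / Evaluation: B-scored fluorescence response ratio / Benchmarks: positive and negative control wells on each plate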
# KCNK3 block: human KCNK3 channel inhibitors, primary screen, CHO cells, FluxOR thallium flux, B-score; AID 602410, 2012; B-score at 10 µM; FluxOR fluorescence; hits give low values; 340,000 tested, 0.84% active;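 active = B-score under library mean minus 4 SD, starting fluorescence ratio at most library mean plus 5 SD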;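 note: more negative B-score means stronger inhibition of thallium flux through KCNK3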
# ANO1 block: TMEM16A chloride channel inhibitors, primary screen, cell-based, HTS; Anoctamin-1 (Mus musculus), Q8BHY3; HEK293 TMEM16A/YFP iodide influx fluorescence, ionomycin; normalized B-score (activity score, 25-100; higher = stronger inhibition) at 10 µM; 310,000 tested, 1.2% active;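 active = ratio plate-corrected score three or more library SD toward inhibition, starting fluorescence score within five deviations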;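 note: score derived from kinetic fluorescence span divided by baseline fluorescence per well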
# Active calls of the source: *; i = inactive; nt = not tested or not shown.
SMILES,KCNQ1 pot,MrgX1 allo act,TMEM16A act,RGS4 pot,KCNQ1 block,hERG rescue,KCNK9 block,RGS4 block,MrgX1 agonist,KCNK3 block,ANO1 block
Cc1ccc(NC(=O)/C(C#N)=C(\N)C(Cl)(Cl)Cl)nc1,i,i,-11.1*,i,i,-18.2,i,i,27.7*,i,i
COC(=O)CNC(=O)Cn1c(=O)n(Cc2ccc(F)cc2)c(=O)c2sccc21,i,i,i,i,i,-12.7,i,i,i,i,i
CC(C)CC(=O)Nc1ccccc1Oc1ccccc1,i,i,i,i,i,-3.4,i,i,i,i,i
CCOc1ccc(NC(=S)Nc2ccc(OC)cc2)cc1,i,i,i,i,i,-12.6,i,i,i,i,i
COc1cccc(C(=O)/C=C2\NCCc3cc(OC)c(OC)cc32)c1,i,i,i,i,i,-16.4,i,i,i,i,i
CC(CCCC(C)(C)O)NC(=O)c1ccc(OC2CCN(C(=O)C3CC3)CC2)cc1 (stereo not drawn),i,i,i,i,i,-11.5,i,i,i,i,i
COc1cccc(CNCCO)c1OCc1ccc(Cl)cc1,i,i,i,i,i,-5.3,i,i,i,i,i
CN(C)CCCN(CCCN(C)C)C(=S)Nc1ccc(S(=O)(=O)N2CCOCC2)cc1,i,i,i,i,i,-10.3,i,i,i,i,i
CC(=O)Nc1ccc(N=Cc2nc(-c3ccc(C)cc3)oc2O)cc1,i,i,i,i,i,-10.2,-6.85*,i,i,i,i
CCOC(=O)C1=C(N)OC2=C(C(=O)CCC2)C1c1ccc2c(c1)OCO2 (stereo not drawn),i,i,i,i,i,-9.3,i,i,i,i,i
Cc1ccc(OCC(=O)N/N=C/c2ccccc2)c([N+](=O)[O-])c1,i,nt,i,i,i,-4.7,i,i,nt,i,nt
COC(=O)c1cc(-c2ccc(Br)cc2)c2c(=O)n(C)c(=O)n(C)c2n1,i,i,i,i,i,-4.4,i,i,i,i,i
COc1ccc(-c2nc(CS(=O)CC(=O)NCc3ccco3)c(C)o2)cc1 (stereo not drawn),i,i,i,i,i,-6.9,i,i,i,i,i
Cc1nc2c3ccccc3nc(NNC(=O)CCC(=O)N3CCC(C)CC3)n2n1,i,i,i,i,i,-9.2,i,i,i,i,i
CS(=O)(=O)N(CC(=O)N1CCCC1)c1ccccc1Br,i,i,i,i,i,-0.7,i,i,i,i,i
COC(=O)c1[nH]c2ccc(C)cc2c1NC(=O)CN1CCCc2ccccc21,i,i,i,i,i,-15.5,i,i,i,i,i
COc1ccc(C(=O)COC(=O)CCNS(=O)(=O)c2ccc(NC(C)=O)cc2)c(OC)c1,i,i,i,i,i,-9.1,i,i,i,i,i
CC(C)N=Cc1c(O)[nH]c2ccccc12,i,i,i,i,i,-9.3,i,i,i,i,i
CCC(C)NC(=O)C1(O)c2ccccc2NC(=O)N1c1ccc(C)c(C)c1 (stereo not drawn),i,i,i,i,i,-7.9,i,i,i,i,i
CC(=O)Nc1ccc(S(=O)(=O)Nc2ccccc2N2CCOCC2)cc1Cl,i,i,i,i,i,-7.5,i,i,i,i,i
COC(=O)C1=C(CS(=O)(=O)c2cc(Cl)ccc2OC)NC(=O)NC1c1ccc(O)c(OC)c1 (stereo not drawn),i,i,i,i,i,-10.4,i,i,i,i,i
CC(C)CCN(C(=O)CNC(=O)c1cccs1)C(C(=O)NC1CCCCC1)c1cccnc1 (stereo not drawn),i,i,i,i,i,-14.3,i,i,i,i,i
Cc1cc(=O)[nH]c(SCC(=O)Nc2ccc(Br)cc2)c1C#N,i,i,i,i,i,-12.6,i,i,72.4*,i,100*
O=[N+]([O-])c1ccc2c(c1)c1ccccc1n2CCO,i,i,i,i,i,-6.9,i,i,i,i,i
Cc1ccc(C2CC(=O)c3cnc(N4CCc5ccccc5C4)nc3C2)cc1 (stereo not drawn),i,i,i,i,i,-13.4,i,i,i,i,i
SMILES,KCNQ1 pot,MrgX1 allo act,TMEM16A act,RGS4 pot,KCNQ1 block,hERG rescue,KCNK9 block,RGS4 block,MrgX1 agonist,KCNK3 block,ANO1 block
S=C(NCCc1ccccc1)N1CCn2cccc2C1c1cccnc1 (stereo not drawn),15*,i,i,i,i,-12.4,i,i,i,i,i
CCCCNC(=O)C(=O)N/N=C/c1cccc(Br)c1,i,i,i,i,i,-9.8,i,i,i,i,i
COc1ccc(S(=O)(=O)Oc2cc(C(=S)N3CCOCC3)ccc2OC)cc1,i,nt,i,i,i,-4.3,i,i,nt,i,nt
CC1CN(c2cc3nccnc3cc2F)CC(C)O1 (stereo not drawn),i,i,i,i,i,-11.1,i,i,i,i,i
COc1ccc(CCNC(=O)C(C(=O)c2ccccc2)n2cc(Cl)ccc2=O)cc1OC (stereo not drawn),i,i,i,i,i,-3.3,i,i,i,i,i
O=C(O)CSc1cnc2ccccc2n1,i,i,i,i,i,-3.9,i,i,i,i,i
CCCCOC(=O)CCCc1ccc([N+](=O)[O-])cc1[N+](=O)[O-],i,i,i,i,i,-12.0,i,i,i,i,i
CC(C)CN1CCNC(=O)C1CC(=O)NCCCN1CCCc2ccccc21 (stereo not drawn),i,i,i,i,i,-13.0,i,i,i,i,i
Cc1cc(N2C(=O)C(O)=C(C(=O)c3ccco3)C2c2cccnc2)no1 (stereo not drawn),i,i,nt,i,i,-3.7,i,i,i,nt,i
COc1cccc(Nc2nnc(Cc3cccnc3)c3ccccc23)c1,i,i,i,i,i,-8.9,i,i,i,i,i
CCCCCn1c(=O)[nH]c2cc(C(=O)NCCCN3CCCCC3)ccc2c1=O,i,i,i,i,i,-10.1,i,i,i,i,i
O=C(Nc1ccc(Cl)c(Cl)c1)Nc1ccccn1,i,i,i,i,i,-2.5,i,i,i,i,i
Cc1ccc(-c2cn(-c3ccccc3F)c(=S)[nH]2)cc1,i,i,nt,i,i,-2.6,i,i,i,i,i
Cc1ccccc1CSc1nnc(-c2cccnc2)n1N,i,i,i,i,i,0.8,i,i,i,i,i
O=C1CCCC(O)=C1N=Nc1cccc(S(=O)(=O)N2CCOCC2)c1,i,i,i,i,i,-8.9,i,i,i,i,i
CS(=O)(=O)N(Cc1cccc(CN(C(C(=O)O)c2ccccc2)S(C)(=O)=O)c1)C(C(=O)O)c1ccccc1 (stereo not drawn),i,i,i,i,i,-2.8,i,i,i,i,i
O=C(NC(=S)Nc1ccccn1)c1cccc([N+](=O)[O-])c1,i,i,i,i,i,-10.6,i,i,i,i,i
Cc1cc2c(cc1S(=O)(=O)NCCc1ccc(Cl)cc1)OCC(=O)N2,i,i,i,i,i,-7.8,i,i,i,i,i
O=C(Nc1nc2ccc(S(=O)(=O)N3CCCC3)cc2s1)C1CCCO1 (stereo not drawn),i,i,i,i,i,-0.5,i,i,i,i,i
COC(=O)c1cn(-c2nc(C)c3c(n2)CCC3)nn1,i,i,i,i,i,-6.0,i,i,i,i,i
COc1ccc(N2C(=O)CC2(/C=C/c2ccccc2OC)C(=O)NC2CCCC2)cc1 (stereo not drawn),i,i,i,i,i,-13.5,i,i,i,i,i
COc1cc(C2=NOC(C(=O)Nc3ccc4c(c3)OCO4)C2)cc(OC)c1OC (stereo not drawn),i,i,i,i,i,-10.7,i,i,i,i,i
Cc1cc(C)n2nc3nc(N4CCCC4)nc(-c4ccccc4)c3c2n1,i,i,i,i,i,-5.2,i,i,i,i,i
COc1ccc(NS(=O)(=O)c2ccc(NC(C)=O)cc2)nn1,i,i,i,i,i,-3.8,i,i,i,i,i
COc1cc(Cn2cnnn2)ccc1O,i,i,i,i,i,-3.2,i,i,i,i,i
SMILES,KCNQ1 pot,MrgX1 allo act,TMEM16A act,RGS4 pot,KCNQ1 block,hERG rescue,KCNK9 block,RGS4 block,MrgX1 agonist,KCNK3 block,ANO1 block
CCOCCCNC(=S)Nc1cc(OCC)c(NC(=O)c2ccco2)cc1OCC,i,i,i,i,i,-21.0,i,i,i,i,i
O=C(O)/C(=C\c1cccc([N+](=O)[O-])c1)c1ccc(S(=O)(=O)N2CCCCC2)s1,i,i,i,i,i,-15.5,i,i,i,i,i
CC(/C=C1\SC(=S)N(C(C(=O)O)C(C)C)C1=O)=C\c1ccccc1 (stereo not drawn),i,i,i,i,i,-14.7,i,i,i,i,i
CC1(C)CC(=O)C2=C(C1)c1c(ccc3ccccc13)NC2c1ccc(OCC(=O)O)cc1 (stereo not drawn),i,i,i,i,i,-9.7,i,i,i,i,i
COc1ccc(NC(=O)CSc2ccc3nnc(-c4ccccn4)n3n2)cc1OC,i,i,i,i,i,-5.7,i,i,i,i,i
CCN(CC(=O)Nc1ccc(NC(C)=O)cc1)C(=O)c1cc(C)on1,i,i,i,i,i,-12.7,i,i,i,i,i
O=C(Nc1ccccc1)NC1CCN(Cc2nnnn2C2CCCCC2)CC1,i,i,i,i,i,-16.2,i,i,i,i,i
O=C(NCCCN1CCOCC1)c1cc2ccccc2o1,i,i,i,i,i,-5.7,i,i,i,i,i
Cc1ccc(NC(=O)CN(C)S(=O)(=O)c2cccc3nsnc23)cc1C,i,i,i,i,i,-13.6,i,i,i,i,i
COc1ccc(C2CC(=O)Oc3c(C(CCN4CCOCC4)c4cc(OC)c(OC)c(OC)c4)c(OC)cc(OC)c32)cc1 (stereo not drawn),i,i,i,i,i,-14.1,i,i,i,i,i
COC(=O)c1ccccc1NC(=O)c1ccccc1OC,i,i,i,i,i,-9.3,i,i,i,i,i
CCN1CCN(c2ncc3c(n2)CC(c2cc(OC)c(OC)c(OC)c2)CC3=O)CC1 (stereo not drawn),i,i,i,i,i,-9.7,i,i,i,i,i
CCOC(=O)Cn1c(C)c(C#N)c2ccccc21,i,i,i,i,i,-12.3,i,i,i,i,i
